ROC1-CUL1 inh = blocks human RBX1-Cullin-1 di-ubiquitin formation. P62877+Q13616. in vitro K48 di-Ub FRET, acceptor:donor ratio, 45 min. inhibition, % at 10 µM. actives 0.6% (n = 140,000). AID 1347404; in the data active = inhibition above about 25%
Target sequence (P62877 whole entry, looked up): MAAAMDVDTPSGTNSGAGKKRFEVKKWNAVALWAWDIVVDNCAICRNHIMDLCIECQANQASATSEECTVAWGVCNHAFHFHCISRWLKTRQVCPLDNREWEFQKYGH
Target sequence (Q13616 whole entry, looked up): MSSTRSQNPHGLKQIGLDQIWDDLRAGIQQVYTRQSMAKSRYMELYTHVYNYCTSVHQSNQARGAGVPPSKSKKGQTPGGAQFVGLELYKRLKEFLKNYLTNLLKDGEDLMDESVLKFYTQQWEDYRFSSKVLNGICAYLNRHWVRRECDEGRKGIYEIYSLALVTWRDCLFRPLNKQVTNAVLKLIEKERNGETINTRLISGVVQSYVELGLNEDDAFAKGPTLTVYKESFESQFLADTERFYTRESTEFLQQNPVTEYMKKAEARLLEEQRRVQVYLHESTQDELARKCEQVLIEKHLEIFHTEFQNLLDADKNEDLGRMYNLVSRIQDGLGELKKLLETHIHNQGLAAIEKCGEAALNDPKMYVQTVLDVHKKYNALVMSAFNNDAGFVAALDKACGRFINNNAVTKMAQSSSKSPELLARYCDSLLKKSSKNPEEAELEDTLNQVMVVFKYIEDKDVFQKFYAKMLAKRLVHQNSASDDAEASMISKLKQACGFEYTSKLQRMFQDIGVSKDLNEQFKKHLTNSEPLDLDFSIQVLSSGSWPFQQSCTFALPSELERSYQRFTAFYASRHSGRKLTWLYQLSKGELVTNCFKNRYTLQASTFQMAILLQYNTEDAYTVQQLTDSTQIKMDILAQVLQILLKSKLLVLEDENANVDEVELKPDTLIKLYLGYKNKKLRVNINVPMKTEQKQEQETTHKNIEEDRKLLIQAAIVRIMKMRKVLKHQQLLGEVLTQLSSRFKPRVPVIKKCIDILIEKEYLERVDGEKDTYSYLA
The depositor's hits bear a star. Not all compounds are listed; count on the stated rates, not on these rows.

ROC1-CUL1 inh | SMILES
-3 | O=C(Nc1cc(-c2nc3ccccc3s2)ccc1Cl)c1cc2ccccc2o1
2 | COc1cc(C=Nc2ccc(C)c(Br)c2)ccc1OC(C)=O
6 | Cc1ccccc1-n1c(C)cn2c3c(=O)n(CCCO)c(=O)n(C)c3nc12
-15 | CCc1n[nH]c2c1CN(C(=O)c1ccc(-c3ncc[nH]3)s1)CC2
-12 | COc1ccc(Cl)cc1NC(=O)Cn1cc(S(=O)(=O)Cc2cccc(Cl)c2)c2ccccc21
0 | COC(=O)c1ccc(NC(=O)c2nn(C)c3c2CS(=O)(=O)c2ccccc2-3)cc1
9 | O=C(Nc1cccc(C(=O)N2CCCCC2)c1)c1nsc2ccccc12
6 | COc1ccc(/C=C/C(=O)Nc2ccc3c(c2)oc2ccccc23)cc1
-2 | COC(=O)Cn1c(=O)c2c(nc3n2CCN3c2ccc(F)cc2)n(C)c1=O
-6 | CC(C)(C)C(=O)NC(NCC1CCCO1)C(Cl)(Cl)Cl (stereo not given)

Next results follow.
ROC1-CUL1 inh | SMILES
-3 | O=C(CCc1ccccc1)NCC1(c2ccccc2)CCOCC1
-3 | CC(NC(=O)Cn1cc([N+](=O)[O-])cn1)c1ccccc1 (stereo not given)
-14 | CCc1nnc2c(Nc3cccc(C(C)=O)c3)nc3ccccc3n12
-1 | CCOc1ccc(NC(=O)c2nc(S(=O)(=O)Cc3ccccc3F)ncc2Cl)cc1
6 | Cc1ccc2onc(CC(=O)N3CCN(c4ccc(F)cc4)CC3)c2c1
3 | N#Cc1ccc(NC(=O)CSc2ncn(-c3ccccc3)n2)cc1
6 | Cc1cccc(CNC(=O)CCCN2C(=O)COc3ccc(C)cc32)c1
-5 | C=CCN1C(=O)C(=O)C(C(=O)c2ccccc2)C1c1ccc(F)cc1 (stereo not given)
10 | O=C(NCc1ccco1)c1ccc2c(c1)N(Cc1ccccc1F)C(=O)c1ccccc1S2=O (stereo not given)
6 | CN(/N=C/c1ccncc1)C1NS(=O)(=O)C2CCCCC12 (stereo not given)

The final two records of the part before come first, to join the parts:
ROC1-CUL1 inh | SMILES
10 | O=C(NCc1ccco1)c1ccc2c(c1)N(Cc1ccccc1F)C(=O)c1ccccc1S2=O (stereo not given)
6 | CN(/N=C/c1ccncc1)C1NS(=O)(=O)C2CCCCC12 (stereo not given)
-15 | Cc1ccc2c(c1)C=Cc1ccccc1O2
-6 | O=C(NCCc1cn2ccsc2n1)Nc1nnc(-c2ccccc2)s1
-2 | C(CCN1CCC(c2ccccc2)CC1)=C1c2ccccc2Sc2ccccc21
7 | O=C(N/N=C/c1ccc(Cl)cc1Cl)c1cccc(NC(=O)c2ccccc2F)c1
-3 | CCCn1c(=O)c2c(nc3n(-c4ccc(F)cc4)c(C)cn23)n(C)c1=O
5 | N#C/C(=C\c1cccc(Cl)c1)c1nn(CCO)c(N)c1C#N
6 | OCC1CC(Cl)CC(Cl)C1O (stereo not given)
13 | CCCCCC(C)NC(=O)c1cc(-c2ccco2)nc2ccccc12 (stereo not given)
1 | CCOCCCNC(=O)CN1C(=O)CCn2nc(-c3cccn3C)cc21
0 | CCCn1c2ccccc2c2nnc(SCC(=O)Nc3cccc(C(C)=O)c3)nc21

Following part:
ROC1-CUL1 inh | SMILES
1 | Cc1ccccc1NC(=O)C(C)N1CCc2ccccc2C1 (stereo not given)
-12 | CCC(C)NC(=O)CSc1c2c(nc3cc(Cl)ccc13)CCCC2 (stereo not given)
-3 | COC(=O)C(NC(=O)c1ccc(Cl)cc1)(Nc1nc(C)cs1)C(F)(F)F (stereo not given)
-21 | COc1cc(N)ccc1OCCCN1CCCCC1
2 | CC(C)Cn1cc(C(=O)NCc2ccco2)c(=O)c(C(=O)N2CCC(Cc3ccccc3)CC2)c1
-5 | COc1cc(OCC(=O)NCCCN2CCN(CCCNC(=O)COc3cc(OC)c(OC)c(OC)c3)CC2)cc(OC)c1OC
-3 | Cc1nnc(CN(C)Cc2cn(C)nc2-c2cccc(Cl)c2)o1
-7 | Cc1ccn2c(Nc3ccc4c(c3)OCCO4)c(-c3ccccc3O)nc2c1
6 | Cc1cccn2c(=O)c3cc(C(=O)N4CCCCC4)c(=N)n(CC4CCCO4)c3nc12 (stereo not given)
-8 | COc1ccc(-n2ncc(C(C)NC3CCSCC3)c2C)cc1 (stereo not given)

The results go on:
ROC1-CUL1 inh | SMILES
5 | CC(C)(C)C(=O)Nc1ccc(C(OC(=O)c2ccccc2)(C(F)(F)F)C(F)(F)F)cc1
0 | COc1cc(-c2nc(Cn3nnc(C(=O)Nc4ccc(C)cc4C)c3C)c(C)o2)cc(OC)c1OC
-2 | CCC(=O)Nc1ccc(-c2nnc3c4ccccc4c(C)nn23)cc1
-3 | COc1ccc(N2CCN(C(=O)Nc3cc(OC)c(OC)c(OC)c3)CC2)cc1
-6 | CCc1c(C(=O)N2CCN(c3ccccc3)CC2)csc1C
4 | CCC1CCCCN1C(=O)CSc1nc(-c2ccc(OC)cc2)cc(C(F)(F)F)n1 (stereo not given)
1 | CCc1cc(I)ccc1NC(=O)C(C)C
3 | Ic1ccc(OCCN2CCc3ccccc3C2)cc1
0 | COC(=O)c1ccc(S(=O)(=O)N2CCCCC2)o1
37* | CN(C)/C=C1\C=C2C(=O)c3ccccc3N2C1=O

New compounds follow
ROC1-CUL1 inh | SMILES
10 | CO[C@H]1[C@H](NC(=O)Cc2ccccc2)c2ccccc2C12CCN(C(=O)COc1ccccc1)CC2
-12 | O=C(N/N=C/c1c[nH]c2ccccc12)c1csc2ccccc12
7 | O=C(CN1CCN(c2ccccc2)CC1)Nc1ccc(N2CCOCC2)cc1
12 | O=C(CCc1cn[nH]c1)NCc1cccnc1Oc1ccc(F)c(F)c1
6 | Cc1ccc2nc(N(Cc3cccnc3)C(=O)C3CCCCC3)sc2c1
-8 | N#Cc1c(NC(=O)c2nn3c(c2Br)NC(c2ccc(Br)s2)CC3C(F)(F)F)sc2c1CCCC2 (stereo not given)
-3 | CC(=O)N1C(=O)C(=Nc2ccc([N+](=O)[O-])cc2C)c2ccccc21
6 | COc1ccc(C2=C(C#N)C(=O)N=C3c4ccccc4OCC32)cc1 (stereo not given)
-7 | CC(C)CC(=O)c1ccc(-c2ccc(Br)cc2)cc1
8 | CCOCC(=O)Nc1ccc(C)cc1C

Given bar-delimited: 18 of the compounds above
smiles | ROC1-CUL1 inh
CCC(=O)Nc1ccc(-c2nnc3c4ccccc4c(C)nn23)cc1 | -2
COc1ccc(N2CCN(C(=O)Nc3cc(OC)c(OC)c(OC)c3)CC2)cc1 | -3
CCc1c(C(=O)N2CCN(c3ccccc3)CC2)csc1C | -6
CCC1CCCCN1C(=O)CSc1nc(-c2ccc(OC)cc2)cc(C(F)(F)F)n1 (stereo not given) | 4
CCc1cc(I)ccc1NC(=O)C(C)C | 1
Ic1ccc(OCCN2CCc3ccccc3C2)cc1 | 3
COC(=O)c1ccc(S(=O)(=O)N2CCCCC2)o1 | 0
CN(C)/C=C1\C=C2C(=O)c3ccccc3N2C1=O | 37*
CO[C@H]1[C@H](NC(=O)Cc2ccccc2)c2ccccc2C12CCN(C(=O)COc1ccccc1)CC2 | 10
O=C(N/N=C/c1c[nH]c2ccccc12)c1csc2ccccc12 | -12
O=C(CN1CCN(c2ccccc2)CC1)Nc1ccc(N2CCOCC2)cc1 | 7
O=C(CCc1cn[nH]c1)NCc1cccnc1Oc1ccc(F)c(F)c1 | 12
Cc1ccc2nc(N(Cc3cccnc3)C(=O)C3CCCCC3)sc2c1 | 6
N#Cc1c(NC(=O)c2nn3c(c2Br)NC(c2ccc(Br)s2)CC3C(F)(F)F)sc2c1CCCC2 (stereo not given) | -8
CC(=O)N1C(=O)C(=Nc2ccc([N+](=O)[O-])cc2C)c2ccccc21 | -3
COc1ccc(C2=C(C#N)C(=O)N=C3c4ccccc4OCC32)cc1 (stereo not given) | 6
CC(C)CC(=O)c1ccc(-c2ccc(Br)cc2)cc1 | -7
CCOCC(=O)Nc1ccc(C)cc1C | 8

Continuation:
ROC1-CUL1 inh | SMILES
5 | COc1ccc(-c2c3c(nc4sc(C(=O)Nc5ccc(C)cc5)c(N)c24)C(=O)c2ccccc2-3)cc1
4 | O=C(Nc1nnc(SCc2ccccc2Cl)s1)C1COc2ccccc2O1 (stereo not given)
3 | O=C(CC1(c2ccccc2Cl)CC(=O)N(C2CCCC2)C1=O)N1CCC(c2ccc(F)cc2)C1 (stereo not given)
5 | COCCNC(=O)CCC1CCN(Cc2ccc(O)cc2)CC1
-2 | Brc1cccc(-c2nnc(SCc3nc4ccccc4[nH]3)n2-c2ccccc2)c1
1 | CC(C)Oc1ccc(CNC(=O)CCCN2C(=O)CCn3nc(-c4cccn4C)cc32)cc1
-1 | N#CC1(C#N)[C@@H](C(=O)c2ccc(F)cc2)C12CCN(C(=O)OCc1ccccc1)CC2
3 | Cc1ccc2nc(CSc3nnc(NC(=O)c4ccc(C(C)(C)C)cc4)s3)cc(=O)n2c1
-7 | Cc1ccc(NC(=O)C2C3C=CC(C4CC34)C2C(=O)O)cc1 (stereo not given)
9 | Cc1cccc(NS(=O)(=O)Cc2ccccc2F)c1

Further compounds.
ROC1-CUL1 inh | SMILES
3 | CCC(=C(c1ccc(OC)cc1)c1ccc(OC)cc1)c1cn(CC(O)CN2CCCC2)c2ccccc12 (stereo not given)
-3 | O=C(NCCC1=CCCCC1)C1CCN(C(=O)N2CCOc3ccccc32)CC1
2 | COc1ccc(NC(=O)COc2ccc(S(=O)(=O)NC3CCCCC3)cc2)cc1
15 | CC(C)c1cc(Br)ccc1NC(=O)CN1CCCCC1
8 | COC(=O)CCNc1cn[nH]c(=O)n1
3 | CC(NC(=O)c1ccc(NC(=O)c2nsc3ccccc23)cc1)c1ccccc1 (stereo not given)
-4 | COC(=O)CCc1cn2ccccc2n1
0 | COc1ccc(N2CCN(C(=O)C(C)n3nc(C)c4sc5ccccc5c4c3=O)CC2)cc1 (stereo not given)
-2 | COc1ccc(Cc2nc3ccc(C(=O)NCC4(C)COC4)cc3o2)cc1OC
-2 | CCOc1ccc(CNC(=O)CSc2c3c(nc4cc(Cl)ccc24)CCCC3)cc1

Next results follow:
ROC1-CUL1 inh | SMILES
4 | O=c1c2ccccc2sc2ccc(C(F)(F)F)cc12
-3 | COCCNc1nc2nonc2nc1N(C)CC1CCN(CCOC)CC1
-1 | CSC1=NC2=NC3=C(C(=O)CC(C)(C)C3)C(c3cccs3)C2C(=O)N1 (stereo not given)
-9 | CC(=O)c1ccc(S(=O)(=O)N2CCC(Oc3ccc(-n4cnnn4)cc3)CC2)cc1
0 | Cc1ccc(NC(=O)Nc2ccc(C(N)=O)cc2)cc1
7 | CCOC(=O)N1CCN(C2CCCN(C(=O)CCc3cnn(C)c3)C2)CC1 (stereo not given)
-3 | O=C(COc1ccc(N2C(=O)C3=C(CCCC3)C2=O)cc1)N1CCCCC1
-8 | O=C(COC(=O)c1ccc2c(c1)OCCO2)c1ccc(Cl)cc1
8 | Cc1ccccc1OC(C)C(=O)Nc1ccc(O)cc1 (stereo not given)
-7 | CCc1cccc(CC)c1NS(=O)(=O)Cc1ccccc1F

Continuation.
ROC1-CUL1 inh | SMILES
2 | COC(=O)C1C(=N)N(c2ccc(S(N)(=O)=O)cc2)C2=C(C(=O)CC(C)(C)C2)C1c1ccc(OC)cc1 (stereo not given)
-1 | CC/C(=N\NC(=O)Cc1cccn1C)c1ccc(OCC(N)=O)cc1
-3 | CC1CC1C(=O)NCCN1CCOCC1 (stereo not given)
-7 | COc1ccc(/C=C2/SC(=O)N(Cc3ccc(C)cc3)C2=O)cc1
-1 | CCOC(=O)C1C(c2ccccc2)=NC(=S)NC1c1ccc(-c2ccc(Br)cc2)o1 (stereo not given)
-8 | Oc1c(Cl)cc(Cl)cc1C=Nc1ccc(Br)cc1
-2 | Cc1ccc(C(=O)O)cc1NCc1ccccc1
6 | Cc1nc(C2CCN(C(=O)CN3CCOc4ccccc4C3)CC2)cc(=O)[nH]1
6 | O=C(Nc1ccc(F)cc1)C(Cc1ccccc1Cl)=NC(=O)c1ccccc1
0 | COc1ccc(Cl)cc1-n1c(C)cc(/C=C2/C(=N)N3C(c4ccccc4)=CSC3=NC2=O)c1C

Further compounds
ROC1-CUL1 inh | SMILES
0 | CCCCOc1cc(-c2cccs2)c(OCCCC)cc1-c1cccs1
-1 | CCCCSc1ccc(C#CCCC#Cc2ccc(SCCCC)cc2)cc1
-3 | C=CCSc1ccccc1C(=O)Nc1ccccc1NC(C)=O
-9 | CCc1ccc(CCC(=O)Nc2c(C)cccc2C)cc1
8 | CN1CCC(N(C)C(=O)CCC2CCCN(Cc3nc4ccccc4n3C)C2)CC1 (stereo not given)
-14 | CN(C)CCOc1cccc(/C=N\N2CCN(C3Cc4ccccc4Sc4ccc(Cl)cc43)CC2)c1 (stereo not given)
4 | Cc1ccc(CNC(=O)c2ccc(CS(=O)Cc3cccc(Cl)c3)o2)cc1 (stereo not given)
3 | CC(C)CNC(=O)c1cccc(NS(C)(=O)=O)c1
6 | CN1CCN(S(=O)(=O)c2cccnc2Nc2cccc(C(F)(F)F)c2)CC1
1 | CNC(=O)c1ccc(C2CCCN2Cc2cc3c(cc2OC)CCC3)s1 (stereo not given)

Remaining list, next part
ROC1-CUL1 inh | SMILES
-4 | O=C(CN1C(=O)CCc2cc(S(=O)(=O)N3CCOCC3)ccc21)Nc1cccc(C(F)(F)F)c1
-7 | COc1ccc(CNC(=O)Cn2nnc(-c3ccc(C(F)(F)F)cc3)n2)cc1
-1 | COc1ccc(C(=O)N2CCN(c3ccccc3)CC2)cc1S(=O)(=O)N1CCOCC1
8 | COc1cc(NS(=O)(=O)c2ccc(Nc3nc(-c4sc(N)nc4C)cs3)cc2)nc(OC)n1
3 | CC1CN(C(=O)c2cc3c(=O)n4ccccc4nc3n2C)CC(C)O1 (stereo not given)
1 | Fc1ccccc1Oc1ncccc1CNCc1cccn1-c1cccnc1
-1 | Cc1ccc(Cn2nc(C)c(NC(=O)C(F)(F)F)c2C)cc1
95* | CCCCCCCc1nn2c(N)c(C=C3C=C(Cl)C(=O)C(Cl)=C3)c(=O)nc2s1
0 | Cc1[nH]c2ccccc2c1C1(O)C(=O)Nc2ccc(Cl)cc21 (stereo not given)
2 | CCOC(=O)c1c(NC(=O)CSc2ccccc2)sc2c1CCCC2=O

Carrying on.
ROC1-CUL1 inh | SMILES
-8 | CC1SCCN1S(=O)(=O)c1ccc(Br)cc1 (stereo not given)
6 | CC(C)OC(=O)c1ccc(NC(=O)CCCCCN2C(=O)c3ccccc3C2=O)cc1
7 | CCCCc1ccc(NC(=O)Cn2nnc3sc4c(c3c2=O)CCC(C)C4)cc1 (stereo not given)
15 | COc1ccc(Cc2nc3ccc(C(=O)N4CCOCC4)cc3o2)cc1OC
